Screens as filed in PubChem BioAssay.
A-T KAP1 phos – qHTS Assay for Identifying a Potential Treatment of Ataxia-Telangiectasia; […] A-T fibroblasts, KAP-1 phosphorylation AlphaLISA; neocarzinostatin DNA damage 30 min before lysis; Potency, µM (top dose mostly 57.5 µM), for inactives: at the top dose activation, hits mostly activators; 0.19% of 320,000 active; AID 485349, 2010; also: potency is read from the fitted curve at half-maximal effect; % of control where 0% means no effect; nearly all actives have a fitted effect of over 45% in size
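ATM-like activity read as KAP-1 phosphorylation via AlphaLISA donor/acceptor antibody pairs after lysis and 6 hr at 25C. Cells were ATM-null patient fibroblasts ([…], hTERT), dosed 60 min, then exposed to the DSB inducer NCS for 30 min.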
PTAP TSG101 blk – qHTS Assay for Iinhibitors of HIV-1 Budding by Blocking the Interaction of PTAP/TSG101 | Tumor susceptibility gene 101 protein (Homo sapiens), Q99816 | Fluorescence polarization, FITC-PTAP peptide / Tsg101 binding | Potency, µM (highest dose often 115 µM), for inactives: at the highest dose activity change, negative = inhibition, actives largely listed as inhibitors | 340,000 tested, under 10 active | AID 493005, 2010; active = well fitted inhibition curve with a large enough effect in the main read-out, with a control signal flat, not every such curve was filed as active; inconclusive = small, poorly fitted or top-dose-only effect, or effect the other way, or a change in a side signal; inactive = no such curve, though single readings can be large or run the other way; also: potency is read from the fitted curve at half-maximal effect; % of control where 0% means no effect
Target sequence (Q99816 whole entry, looked up): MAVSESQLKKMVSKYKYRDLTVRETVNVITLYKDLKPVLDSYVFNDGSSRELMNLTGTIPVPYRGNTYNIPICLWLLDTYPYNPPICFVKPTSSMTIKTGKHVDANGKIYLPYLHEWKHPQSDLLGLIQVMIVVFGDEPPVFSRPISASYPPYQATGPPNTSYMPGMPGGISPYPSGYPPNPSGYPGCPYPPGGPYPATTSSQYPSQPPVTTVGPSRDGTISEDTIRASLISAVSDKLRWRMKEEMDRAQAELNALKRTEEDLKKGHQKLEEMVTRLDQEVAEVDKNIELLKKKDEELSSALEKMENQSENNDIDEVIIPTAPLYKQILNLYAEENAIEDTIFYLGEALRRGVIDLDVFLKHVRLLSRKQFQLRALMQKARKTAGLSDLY
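FP read-out: FITC-PTAP peptide, 50 nM final, binding Tsg101 binding domain, 10 uM final; 20 min, r.t.; 10 mM HEPES pH 7.5, 0.15 M NaCl, 0.01% Tween 20, 3 mM EDTA, 0.1 mM TCEP.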
Mito fusion act – qHTS Assay for Small Molecule Inhibitors of Mitochondrial Division or Activators of Mitochondrial Fusion; S. cerevisiae fusion-defective mutant growth rescue, CellTiterGlo 48 h; Potency, µM (top dose mostly 46.1 µM), inactives show top-dose growth rescue (activation), usual class: activators; 0.23% of 320,000 active;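 also: potency is read from the fitted curve at half-maximal effect; % of control where 0% means no effect; nearly all actives have a fitted effect of over 45% in size; temperature-sensitive fusion mutants such as fzo1-1 at 37 °C on non-fermentable ethanol glycerol medium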
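Luminescent cell viability in 1536-well qHTS format served as the measure of rescued growth in ts fusion-mutant S. cerevisiae cultured on non-fermentable YPEG for 48 hours at 37C.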
ASM inhibitor – Inhibitors of Secretory Acid Sphingomyelinase (S-ASM): qHTS | Sphingomyelin phosphodiesterase (Homo sapiens), P17405 | placental ASM, HMU-PC fluorogenic substrate, 60 min | Potency, µM (top dose mostly 57.5 µM), for the others: at the highest dose activity change, negative = inhibition, hits mostly inhibitors | 0.006% of 340,000 active; also: potency is read from the fitted curve at half-maximal effect
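Fluorogenic HMU-PC substrate (9 uM final) is turned over by placental ASM in 60 min at 37 C after a 10 min compound preincubation. Reaction ended by alkaline stop (pH 10), with fluorescence read at 386/447 nm.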
MLL CXXC-DNA inh – qHTS Fluorescence Polarization Assay for Inhibitors of MLL CXXC domain - DNA interaction | Histone-lysine N-methyltransferase 2A (Homo sapiens), Q03164 | MLL-CXXC / FITC-HOXA9 DNA fluorescence polarization | Potency, µM (doses to about 115 µM), for the others: at the top dose activity change, negative = inhibition, hits mostly inhibitors | 0.037% of 290,000 active | AID 2662, 2010; active = well fitted inhibition curve with a large enough effect in the polarisation, with a control signal flat, not every such curve was filed as active; inconclusive = small, poorly fitted or top-dose-only effect, or effect the other way, or a change in a side signal; inactive = no such curve, though single readings can be large or run the other way; the % refers to the polarisation; also: potency is read from the fitted curve at half-maximal effect
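Purified MLL-CXXC (added from a 7 uM solution) was preincubated 5 min at ambient with pinned compounds in 50 mM Tris-HCl pH 7.5, 50 mM NaCl, 1 mM DTT, 0.05% BSA. Fluorescein-labeled HOX-A9 DNA (50 nM solution) followed, 30 min, then polarization read.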
Integrin act MD – qHTS for Activators of Integrin-Mediated Alleviation for Muscular Dystrophy | alpha7betagal myoblasts, beta-gal FDG fluorescence, 48 h | Potency, µM (series often up to 38.3 µM), for the others: top-dose activation, actives largely listed as activators | 0.064% of 350,000 active | AID 624291, 2012;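 also: potency is read from the fitted curve at half-maximal effect; 100% = response of the positive control SU9516; nearly all actives have a fitted effect of over 60% in size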
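Alpha7betagal+/- myoblasts (passage 13) were plated 16-24 hr, then exposed to compounds (1:260 dilution of DMSO stock) for 48 hours at 37C. After MPER lysis, β-galactosidase reporter activity was read as FDG fluorescence (ex 480/em 540) after 30 minutes.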
TSHR antagonist – Antagonists of the Thyroid Stimulating Hormone Receptor: HTS campaign; TSHR-expressing cells, TSH-stimulated cAMP HTRF, 2 h; active compounds read low; Thyrotropin receptor (Homo sapiens), P16473; 0.2% of 330,000 active; activity change, negative = inhibition, % at 11.5 µM;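 active = activity change below a set negative limit, meaning inhibition stronger than a set level, cut at about -70% in these data; inconclusive = activity change between two set negative limits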; also: % is scaled to controls: 0 for no effect and ±100 for the full control effect
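Cell-based HTRF cAMP assay; TSHR cells + compound, TSH EC80 (4nM final), 2 h, 37 deg C. Lysis with anti-cAMP cryptate and cAMP-d2, 30 min RT, read 665/620 nm.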
TCR act – Activators of T cell receptors: qHTS campaign | AID 504894, 2011 | primary human leukocytes, anti-CD3, IL-2 HTRF, 48 h | Potency, µM (top dose mostly 9.22 µM), without a hit: top-dose activation of IL-2 secretion, most hits filed as activators | 330,000 tested, under 10 active; also: % of control where 0% means no effect
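IL-2 produced over 48 hr by a-CD3 bead-stimulated primary human leukocytes exposed to compounds was detected with a homogeneous time-resolved FRET immunoassay, 665nm acceptor signal after 320nm excitation.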
Menin-MLL TR inh – qHTS Assay for Inhibitors Targeting the Menin-MLL Interaction in MLL Related Leukemias: Competition With Texas Red Labeled MLL-derived Mutant Peptide | Menin + Texas Red MLL mutant peptide, fluorescence polarization | O00255 | Potency, µM (titrated, usually from 61.6 µM), without a hit: at the top dose FP activity change, negative = inhibition, hits mostly inhibitors | 0.23% of 270,000 active; active = well fitted inhibition curve with a large enough effect in the polarisation, with a control signal flat, not every such curve was filed as active; inconclusive = small, poorly fitted or top-dose-only effect, or effect the other way, or a change in a side signal; inactive = no such curve, though single readings can be large or run the other way; the % refers to the polarisation; also: potency is read from the fitted curve at half-maximal effect; % of control where 0% means no effect; many of its hits are not listed in these tables
Target sequence (O00255 whole entry, looked up): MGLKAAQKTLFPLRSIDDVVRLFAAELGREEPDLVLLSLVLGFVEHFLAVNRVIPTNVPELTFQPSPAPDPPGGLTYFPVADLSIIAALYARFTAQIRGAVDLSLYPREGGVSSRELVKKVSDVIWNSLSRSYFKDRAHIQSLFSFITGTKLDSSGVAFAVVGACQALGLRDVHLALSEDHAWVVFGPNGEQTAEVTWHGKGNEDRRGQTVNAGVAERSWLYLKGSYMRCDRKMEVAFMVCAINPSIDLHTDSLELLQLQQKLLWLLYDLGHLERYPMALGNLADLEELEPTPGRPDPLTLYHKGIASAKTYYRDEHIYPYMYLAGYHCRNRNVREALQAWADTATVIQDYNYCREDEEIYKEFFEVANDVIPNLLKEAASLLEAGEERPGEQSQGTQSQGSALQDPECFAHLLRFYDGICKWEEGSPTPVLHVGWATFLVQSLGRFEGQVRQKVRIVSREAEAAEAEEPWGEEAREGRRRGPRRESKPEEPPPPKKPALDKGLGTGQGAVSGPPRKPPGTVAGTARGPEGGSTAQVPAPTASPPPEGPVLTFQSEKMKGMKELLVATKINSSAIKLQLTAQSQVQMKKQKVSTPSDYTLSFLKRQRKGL
MBNL1 CUG block – qHTS Assay for Inhibitors of MBNL1-poly(CUG) RNA binding; Muscleblind-like protein 1 (Homo sapiens), Q9NR56; TR-FRET MBNL1-His/biotin-(CUG)12 binding, 665/545 ratio; Potency, µM (highest dose often 57.5 µM), for the others: top-dose activity change, negative = inhibition, actives largely listed as inhibitors; 0.036% of 280,000 active; AID 2675, 2010; active = well fitted inhibition curve with a large enough effect in the signal ratio, with a control signal flat, not every such curve was filed as active; inconclusive = small, poorly fitted or top-dose-only effect, or effect the other way, or a change in a side signal; inactive = no such curve, though single readings can be large or run the other way; the % refers to the signal ratio; also: potency is read from the fitted curve at half-maximal effect; % is scaled to controls: 0 for no effect and ±100 for the full control effect
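TR-FRET between His-tagged MBNL1 and biotin-(CUG)12 RNA, detected with Tb anti-His antibody (0.055 ng/ul) and streptavidin-XL665 (5 nM), 60 min at room temperature. Compounds titrated 92 nM to 58 uM; 665/545 nm ratio normalized to buffer and complex controls.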
* hit, by the source's call; u = inconclusive; x = not tested or not shown; [ ] = remark or other dose. Unless noted, calls follow the shape of the dose curve; as a rule, active = well fitted curve in the direction sought with a large enough effect; inconclusive = small, poorly fitted or top-dose-only effect, or another doubt; inactive = no such curve, though single readings can be large; an effect the other way counts as inactive or inconclusive.

SMILES	A-T KAP1 phos	PTAP TSG101 blk	Mito fusion act	ASM inhibitor	MLL CXXC-DNA inh	Integrin act MD	TSHR antagonist	TCR act	Menin-MLL TR inh	MBNL1 CUG block
CCC(C)NC(=S)Nc1ccccc1 (centres undefined)	2%	1%	-18%	-2%	9%	24%	-8	5%	2%	-7%
O=C(NC1=NCCS1)c1cc(Cl)ccc1Cl	5%	-2%	7%	0%	-2%	-3%	-12	-4%	3%	-10%
CSc1ccc(S(=O)(=O)NCC(=O)OCC(=O)N(C)CC(=O)Nc2ccccc2Cl)cc1[N+](=O)[O-]	-12%	0%	0%	0%	x	5%	x	-1%	x	x
Cc1ccc(C(=O)Nc2nnc(COc3ccccc3)s2)cc1	5%	0%	-2%	0%	-9%	-1%	-4	x	18%	-6%
Cc1ccccc1-n1c(SCC(=O)N2CCC(C(=O)O)CC2)nnc1-c1ccncc1	1%	0%	-4%	4%	-8%	-10%	23	5%	1%	-11%
COc1ccc(OCC(=O)N2CCN(C(=O)c3ccccc3)CC2)cc1	0%	-2%	-3%	-1%	-1%	-7%	6	-3%	15%	16%
COc1cccc(C(=O)O/N=C2\CCS(=O)(=O)c3sccc32)c1	-4%	-4%	-3%	0%	-11%	0%	0	4%	-21%	-8%
Cn1c(SCc2ccccc2)nnc1-c1ccncc1	4%	-2%	3%	3%	10%	-2%	-6	2%	-6%	10%
Cc1noc(C)c1S(=O)(=O)N1CCCC(C(=O)NCc2ccccn2)C1 (centres undefined)	1%	-4%	-2%	1%	-3%	8%	2	4%	-12%	-4%
CC(C)N1CC(O)=C(c2nc3ccccc3c(=O)[nH]2)C1=N	-1%	-3%	4%	0%	-2%	5%	-9	-3%	x	-2%
COc1ccccc1CN1C(=NC(=O)C2CCCCC2)SC2CS(=O)(=O)CC21 (centres undefined)	-1%	2%	-3%	1%	1%	-1%	-6	7%	41%[activator]	3%
COc1cc(NS(=O)(=O)c2ccc(F)cc2)c(C(=O)O)cc1OC	1%	-3%	3%	8%	-2%	-6%	-4	-2%	3%	-9%
COc1ccc(C=NN=C2c3ccccc3-c3ccccc32)cc1OC	x	2%	x	-19%	x	30%	x	-5%	x	x
O=c1oc2c(CN3CCOCC3)c(O)c(Cl)cc2c2c1CCC2	x	x	-5%	x	1%	x	46	x	-1%	u
CCCCCC(=O)N1CC2(CC(c3cccc(NC(=O)CC(c4ccccc4)c4ccccc4)c3)=NO2)C[C@@H]1C(N)=O (some centres undefined)	-3%	-6%	24%	-14%	1%	-45%	-7	1%	x	1%
O=S(=O)(NC(=NCc1ccccc1)c1ccccc1)c1ccc(Br)cc1	3%	-1%	2%	0%	1%	15%	23	-5%	20%	-4%
CCCCNC(=O)C1CCN(C(=O)C2CCN(S(=O)(=O)c3ccc(C)cc3)CC2)CC1	32%	-2%	-1%	2%	11%	-13%	-2	0%	x	-6%
COc1ccc(OC)c(C(=O)COC(=O)c2ccccc2O)c1	-4%	0%	25%	-9%	-2%	-1%	-17	-11%	15%	-5%
CC(=O)Nc1ccc2c(c1)Cc1c(F)cccc1-2	x	-1%	x	-8%	x	14%	x	7%	x	x
CC(C)c1ccc(CNc2cc(N3CCCC3)ccc2[N+](=O)[O-])cc1	-15%	-4%	-4%	-25%	-1%	-30%	-30	1%	-27%	-11%
CC1CCCC(NC(=O)c2cccc(S(=O)(=O)N3CCCCC3)c2)C1C (centres undefined)	1%	1%	-1%	1%	29%	-8%	-6	-8%	x	0%
N=c1c(C(=O)NCc2ccco2)cc2c(=O)n3ccccc3nc2n1Cc1ccc(Cl)cc1	20%	0%	-4%	220%[activator]	12%	19%	28	-6%	4%	u
O=C(Nc1nc2cc(Cl)ccc2s1)C1CCCN(S(=O)(=O)c2cccc3cccnc23)C1 (centres undefined)	-2%	-6%	4%	-11%	30%[activator]	-51%[inhibitor]	-3	-1%	-25%	-1%
O=C(CSc1nnnn1CCCO)Nc1ccc2c(c1)OCO2	-1%	-1%	2%	4%	2%	13%	5	-14%	14%	-16%
CCN1CCN(c2nc(Nc3ccc(NC(C)=O)cc3)nc(Nc3ccc(NC(C)=O)cc3)n2)CC1	-7%	-4%	0%	-4%	15%	-13%	1	1%	x	-24%

The last 2 compounds of the section before lead into the next.
SMILES	A-T KAP1 phos	PTAP TSG101 blk	Mito fusion act	ASM inhibitor	MLL CXXC-DNA inh	Integrin act MD	TSHR antagonist	TCR act	Menin-MLL TR inh	MBNL1 CUG block
O=C(CSc1nnnn1CCCO)Nc1ccc2c(c1)OCO2	-1%	-1%	2%	4%	2%	13%	5	-14%	14%	-16%
CCN1CCN(c2nc(Nc3ccc(NC(C)=O)cc3)nc(Nc3ccc(NC(C)=O)cc3)n2)CC1	-7%	-4%	0%	-4%	15%	-13%	1	1%	x	-24%
CCc1ccc(NC(=O)CC2C(=O)N(c3ccc(C)cc3)C(=O)N2CCc2ccncc2)cc1 (centres undefined)	3%	-2%	8%	-1%	-1%	14%	2	-6%	34%[activator]	u
CCc1nn(CCCC(=O)NCc2ccc(OC(C)C)cc2)c(=O)c2cc3occc3n12	2%	-7%	17%	-1%	10%	0%	-4	-2%	-12%	2%
O=C(CCNS(=O)(=O)c1cccc2nsnc12)NC1CCN(Cc2ccccc2)CC1	0%	-4%	-5%	3%	0%	-27%	12	0%	-15%	u
Cc1nc(-c2ccc(S(=O)(=O)Nc3cccc(S(N)(=O)=O)c3)s2)cs1	8%	0%	-2%	-3%	1%	-4%	-2	3%	x	11%
CCc1cccc(NC(=O)CCCn2c(=O)[nH]c3ccsc3c2=O)c1	5%	-2%	-2%	2%	-7%	1%	-2	-8%	26%	-6%
Cc1occc1C(=O)NNC(=O)C1CCCCC1	-11%	0%	-1%	4%	19%	-1%	7	5%	-1%	x
Cn1cccc1C(=O)OCC(=O)Nc1sccc1C#N	-3%	-9%	x	-1%	x	22%	19	0%[46.1 µM]	x	x
Cc1cc(C(=O)NCCCOC(C)C)c2ccccc2n1	0%	-9%	0%	1%	-2%	-18%	-1	7%	u	-3%
CC1(C)CC(=O)C2=C(C1)OC(N)=C(C#N)C21C(=O)N2CCCc3cccc1c32 (centres undefined)	-2%	x	-11%	0%	2%	0%	7	x	2%	1%
N#Cc1ncc(C(F)(F)F)cc1Oc1cccnc1	1%	-1%	-2%	3%	1%	21%	-5	-1%	-1%	2%
Cc1cc(NC(=O)CN2C(=O)NC3(CCCCC3)C2=O)no1	1%	-1%	0%	3%	8%	u	4	2%[46.1 µM]	4%	x
C[C@H](NC(=O)c1ccccc1F)C(=O)N1CCC2(CC1)NCCc1[nH]cnc12	-1%	-12%	-3%	4%	0%	16%	2	5%	x	-5%
O=C(CSc1nnc(-c2ccncc2)n1CC1CCCO1)Nc1cccc(O)c1 (centres undefined)	12%	-1%	1%	2%	-26%	6%	11	9%	9%	-10%
O=C(NCCc1csc(-c2cccnc2)n1)c1cccs1	0%	2%	2%	2%	-7%	5%	0	0%[46.1 µM]	-3%	3%

Retrieved one by one from the entries so far:
SMILES	A-T KAP1 phos	PTAP TSG101 blk	Mito fusion act	ASM inhibitor	MLL CXXC-DNA inh	Integrin act MD	TSHR antagonist	TCR act	Menin-MLL TR inh	MBNL1 CUG block
Cc1nc(-c2ccc(S(=O)(=O)Nc3cccc(S(N)(=O)=O)c3)s2)cs1	8%	0%	-2%	-3%	1%	-4%	-2	3%	x	11%
O=C(NCCc1csc(-c2cccnc2)n1)c1cccs1	0%	2%	2%	2%	-7%	5%	0	0%[46.1 µM]	-3%	3%

Not all compounds are listed, so the mix of outcomes need not match the whole.
